# Bioassay records deposited in PubChem BioAssay by National Center for Advancing Translational Sciences (NCATS).
# KCNH2 3.1 block = inhibitors of human KCNH2 3.1 potassium channel isoform. U2OS KCNH2 3.1, thallium flux FluxOr; stronger effect = lower value. activity change, % (tested at about 1.8 µM). 340,000 compounds, 0.95% hits;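 active = maximum activity change below -70%; inconclusive = maximum activity change from -70% to -50%; inactive = maximum activity change above -50%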;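 note: thallium influx rate constant from kinetic fluorescence after stimulation buffer; % is set by controls: 0 for no effect and ±100 for the full control effect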
#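 Steps: virus added to U2OS suspension (4 h, RT, dark); medium with 10% FBS added, cells plated, 37 C overnight; FluxOr/Red40 loading buffer 45 min RT; stimulation buffer, 2 min kinetic read; rate constant normalized.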
# VP16 counter = inhibits Gal4-VP16 luciferase reporter, ROR gamma counter-screen. Potency, µM (top dose mostly 53.6 µM), without a hit: top-dose activity, negative = inhibition, hits mostly inhibitors. AID 2546. 310,000 compounds, 3.5% hits. Drosophila S2 Gal4-VP16 UAS-luciferase, luminescence, 20 h;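 note: Gal4-VP16 expression switched on by copper sulfate through the metallothionein promoter; potency is the fitted concentration of half-maximal effect; % is set by controls: 0 for no effect and ±100 for the full control effect; nearly all actives have a fitted effect of over 50% in size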
# Mito fusion act = inhibitors of mitochondrial division or activators of mitochondrial fusion; 320,000 compounds, 0.23% hits; Potency, µM (titrated, usually from 46.1 µM), for inactives: at the highest dose growth rescue (activation), actives largely listed as activators; S. cerevisiae fusion-defective mutant growth rescue, CellTiterGlo 48 h;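 note: potency is the fitted concentration of half-maximal effect; % of control where 0% means no effect; nearly all actives have a fitted effect of over 45% in size; temperature-sensitive fusion mutants such as fzo1-1 at 37 °C on non-fermentable ethanol glycerol medium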
#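 Luminescent cell viability in 1536-well qHTS format served as the measure of rescued growth in ts fusion-mutant S. cerevisiae cultured on non-fermentable YPEG for 48 hours at 37C.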
# RORg inh = inhibitors of mouse ROR gamma transcriptional activity; P51450; Drosophila S2 Gal4-RORgamma UAS-luciferase reporter, 20 h; Potency, µM (doses to about 53.6 µM), without a hit: at the top dose activity change, negative = inhibition, actives largely listed as inhibitors; 310,000 compounds, 5.4% hits; AID 2551; note: potency is the fitted concentration of half-maximal effect; % is set by controls: 0 for no effect and ±100 for the full control effect; nearly all actives have a fitted effect of over 60% in size
# Target sequence (P51450 whole entry, looked up, the tested form may be a part): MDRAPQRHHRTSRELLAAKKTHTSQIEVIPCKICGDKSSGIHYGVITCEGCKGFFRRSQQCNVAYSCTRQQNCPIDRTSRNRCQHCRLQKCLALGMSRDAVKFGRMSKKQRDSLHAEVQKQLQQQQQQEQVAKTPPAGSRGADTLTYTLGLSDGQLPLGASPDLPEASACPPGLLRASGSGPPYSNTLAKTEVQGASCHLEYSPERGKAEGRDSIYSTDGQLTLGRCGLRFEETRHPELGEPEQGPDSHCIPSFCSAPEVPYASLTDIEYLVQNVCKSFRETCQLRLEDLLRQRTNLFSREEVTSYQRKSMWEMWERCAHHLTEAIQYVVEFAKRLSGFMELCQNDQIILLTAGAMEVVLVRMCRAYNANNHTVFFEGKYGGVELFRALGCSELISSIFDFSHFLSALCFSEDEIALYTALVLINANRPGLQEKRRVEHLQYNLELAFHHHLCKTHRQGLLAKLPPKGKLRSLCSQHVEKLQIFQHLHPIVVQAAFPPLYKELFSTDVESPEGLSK
#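 A Gal4/UAS one-hybrid system in insect cells: metallothionein-promoter Gal4–ROR gamma fusion plus Photinus luciferase reporter. Copper sulfate 700 uM final, 20 hr ambient incubation, luminescent detection after 10 min with reagent.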
# Menin MLL FP TR = displaces Texas Red mutant MLL peptide from human menin. Menin + Texas Red MLL mutant peptide, fluorescence polarization. O00255. Potency, µM (top dose mostly 61.6 µM), for the others: at the highest dose FP activity change, negative = inhibition, most hits filed as inhibitors. 270,000 compounds, 0.23% hits. AID 1768; active = well fitted inhibition curve with a large enough effect in the polarisation, with a control signal flat, not every such curve was filed as active; inconclusive = small, poorly fitted or top-dose-only effect, or effect the other way, or a change in a side signal; inactive = no such curve, though single readings can be large or run the other way; the % refers to the polarisation; note: potency is the fitted concentration of half-maximal effect; % of control where 0% means no effect; many of its hits are not listed in these tables
# Target sequence (O00255 whole entry, looked up): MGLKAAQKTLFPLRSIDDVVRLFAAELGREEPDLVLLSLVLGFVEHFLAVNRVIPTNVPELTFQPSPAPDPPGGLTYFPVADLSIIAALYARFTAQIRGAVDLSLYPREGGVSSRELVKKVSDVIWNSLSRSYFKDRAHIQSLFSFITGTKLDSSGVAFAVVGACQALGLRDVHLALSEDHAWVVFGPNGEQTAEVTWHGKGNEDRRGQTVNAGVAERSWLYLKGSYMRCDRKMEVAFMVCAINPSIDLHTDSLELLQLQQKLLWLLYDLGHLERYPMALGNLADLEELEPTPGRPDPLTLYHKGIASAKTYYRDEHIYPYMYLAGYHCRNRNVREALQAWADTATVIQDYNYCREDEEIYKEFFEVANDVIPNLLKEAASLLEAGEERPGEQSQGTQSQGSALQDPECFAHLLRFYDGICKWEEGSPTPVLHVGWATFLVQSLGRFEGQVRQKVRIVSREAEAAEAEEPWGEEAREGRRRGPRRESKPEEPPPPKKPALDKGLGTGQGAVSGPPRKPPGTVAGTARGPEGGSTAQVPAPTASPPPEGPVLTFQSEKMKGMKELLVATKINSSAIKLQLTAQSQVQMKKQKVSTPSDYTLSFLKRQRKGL
# NPC1 prom act = NPC1 promoter activation; 320,000 compounds, 2.4% hits; Huh7 NPC1 promoter luciferase reporter, 24 h; Potency, µM (highest dose often 9.22 µM), for the others: top-dose activation, hits mostly activators; AID 485313;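 note: potency is the fitted concentration of half-maximal effect; % of control where 0% means no effect; nearly all actives have a fitted effect of over 60% in size; reporter is driven by a mutant NPC1 promoter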
#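 Stably transfected Huh7 (NPC1 promoter→luciferase), 1500 cells/well in Opti-MEM + 10% FBS, 2 h settle, then compound 24 h at 37 °C. Luminescence after 10 min with Amplite reagent.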
# FLuc modulator = firefly luciferase modulation, counter-screen for miR-21 project. P08659. purified FLuc, Km substrates, luminescence inhibition. Potency, µM (doses to about 57.5 µM), without a hit: at the highest dose activity change, negative = inhibition, hits mostly inhibitors. 360,000 compounds, 6.9% hits. AID 588342;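 note: potency is the fitted concentration of half-maximal effect; plate controls were vehicle for no effect and reference inhibitor for full effect; nearly all actives have a fitted effect of over 55% in size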
#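 Purified P. pyralis luciferase, 10 nM final, with Km-level 10 uM D-luciferin and 10 uM ATP in 50 mM Tris acetate pH 7.5, 10 mM Mg acetate, 0.01% Tween-20, 0.05% BSA; 6-point qHTS titration about 60 µM downward; luminescence read.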
# PKM2 activator = increases activity of human pyruvate kinase M2; purified PKM2, Kinase-Glo ATP luminescence, activation; response scale: 0% is enzyme alone, no compound; 260,000 compounds, 0.34% hits; Potency, µM (doses to about 57.5 µM), for inactives: top-dose activation, usual class: activators; P14618; note: potency is the fitted concentration of half-maximal effect; % is set by controls: 0 for no effect and ±100 for the full control effect; nearly all actives have a fitted effect of over 55% in size
#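 ATP formation by purified human PK-M2, quantified via coupled luciferase luminescence after 1 h at room temperature with 0.1 mM ADP and 0.5 mM PEP final.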
# ELG1 DNA repair = blocks ELG1-dependent DNA repair in HEK293T cells; Potency, µM (titrated, usually from 46.1 µM), for the others: at the highest dose activity change, negative = inhibition, usual class: inhibitors; AID 504467; HEK293T ELG1-luciferase reporter, luminescence, 16 h; DNA damage induced by 5-fluorouridine; 330,000 compounds, 2.3% hits; note: potency is the fitted concentration of half-maximal effect; % is set by controls: 0 for no effect and ±100 for the full control effect; nearly all actives have a fitted effect of over 55% in size
#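 Overnight (16 hr) co-exposure of 2,000 cells/well to 5-fluorouridine and compound at 37 °C preceded detection. Luciferase was quantified via ONE-Glo luminescence; loss of signal denotes inhibition.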
# MBNL1 CUG block = inhibitors of human MBNL1 binding to CUG repeat RNA; Q9NR56; TR-FRET MBNL1-His/biotin-(CUG)12 binding, 665/545 ratio; Potency, µM (doses to about 57.5 µM), without a hit: at the top dose activity change, negative = inhibition, most hits filed as inhibitors; 280,000 compounds, 0.036% hits; active = well fitted inhibition curve with a large enough effect in the signal ratio, with a control signal flat, not every such curve was filed as active; inconclusive = small, poorly fitted or top-dose-only effect, or effect the other way, or a change in a side signal; inactive = no such curve, though single readings can be large or run the other way; the % refers to the signal ratio; note: potency is the fitted concentration of half-maximal effect; % is set by controls: 0 for no effect and ±100 for the full control effect
#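 Compound titration spanned 92 nM–58 uM against the MBNL1-His/biotin-(CUG)12 complex. After 60 min at room temperature with 5 nM streptavidin-XL665 and 0.055 ng/ul terbium anti-His, ratiometric 665/545 nm emission (Ex 340 nm) normalized to controls.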
# Rab9 promoter act = activates the Rab9 promoter. 320,000 compounds, 2.8% hits. Huh7 Rab9 promoter-luciferase reporter, luminescence, 24 h. Potency, µM (highest dose often 9.22 µM), for the others: at the highest dose activation, negative = inhibition, actives largely listed as activators. AID 485297; note: potency is the fitted concentration of half-maximal effect; % of control where 0% means no effect; nearly all actives have a fitted effect of over 60% in size
#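 Steps: seed 1500 Huh7 Rab9-luc cells per well, rest 2 h at 37 °C; add compound in DMSO; incubate 24 h; add luciferase reagent, 10 min ambient; read luminescence.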
# * hit, by the source's call; ? = inconclusive; · = no result given; & = joins results of further samples; [ ] = another dose, or the depositor's remark. Unless noted, calls come from the whole dose curve; as a rule, active = well fitted curve in the direction sought with a large enough effect; inconclusive = small, poorly fitted or top-dose-only effect, or another doubt; inactive = no such curve, though single readings can be large; an effect the other way counts as inactive or inconclusive.
SMILES,KCNH2 3.1 block,VP16 counter,Mito fusion act,RORg inh,Menin MLL FP TR,NPC1 prom act,FLuc modulator,PKM2 activator,ELG1 DNA repair,MBNL1 CUG block,Rab9 promoter act
CCCCNS(=O)(=O)c1ccc2nc(SCC(=O)Nc3ccccc3)[nH]c2c1,22,-11%,-6%,?,7%,-1%,-16%,3%,?,-3%,0%
COCCn1c(=NC(=O)c2cc(-c3cccs3)nc3ccccc23)sc2cc(S(N)(=O)=O)ccc21,-10,-22%,0%,?,?,-10%,1%,7%,6.5µM*,34%[activator],-7%
CCOC(=O)C1=C(COC(=O)c2ccc(Br)o2)NC(=O)NC1C (centres undefined),1,7%,-1%,1%,-10%,1%,2%,-1%,?,-5%,1%
CCCNC(=O)CN1C(=O)COc2ccc(S(=O)(=O)N3CCCCCC3)cc21,3,-5%,-1%,-4%,·,2%,5%&-2%,·,-2%,-1%,-4%
COC(=O)c1c(NC(C)=O)sc(C(=O)N2CCOCC2)c1C,-9,-1%,3%,20%,-10%,3%,1%,·,?,-1%,1%
COc1ccc(NC(=O)c2ccccc2NC(=O)c2ccccc2)cc1,-11,9%,14%,14%,?,16%,?,·,?,-12%,8%
CCOc1ccccc1-n1c(=O)c2ccccc2c2ccccc2c1=O,-9,3%,0%,-6%[10 µM],11%,-3%,3%,11%,15%,·,-9%
CC(C)NC(=S)NCc1cccs1,-3,-5%,-10%,?,14%,-4%,-2%,-10%,-5%,10%,-3%
O=C(CCCCCNC(=O)c1ccccc1Cl)N/N=C/c1ccco1,-1,-3%,0%,29%,-2%,1%,-11%,·,-2%,5%,-3%
Cc1ccc(-c2nc3ccccc3n3c(C)nnc23)cc1,·,-3%,5%,-9%,-2%,0%,1%,4%,4%,?,-3%
O=C(CCS(=O)(=O)Cc1ccccc1F)NCCc1ccc(Cl)cc1,-11,-13%,1%,-1%,10%,4%,-2%,·,?,-3%,2%
CCN(CC)C(=O)CSc1nnc(-c2cccs2)n1Cc1ccco1,0,2%,-1%,10%,-8%,3%,4%,7%,3%,4%,10%
COc1ccc(/C(C)=N/NC(=O)Cc2c(C)nc(C)[nH]c2=O)cc1,8,-3%,-3%,0%,-26%,-1%,-2%,-4%,-1%,-18%,2%
COc1cccc(CCNC(=O)COc2cccc3c2OC(C)(C)C3)c1,-7,·,11%,·,·,5%,3%,·,-13%,·,-1%
COC(CNC(=O)c1c[nH]c2ccc(S(=O)(=O)N3CCC4(CC3)OCCO4)cc2c1=O)OC,0,-12%,-11%,1%,0%,-2%,4%,5%,?,-4%[11.5 µM],0%
Cc1ccc(-c2nc3ccccc3o2)cc1NC(=S)NC(=O)c1cc2ccccc2o1,-2,?,-2%,?,-13%,-3%,-20%,4%,?,?,-2%
O=C(C[n+]1ccccc1)Nc1ccccc1Br,14,2.8µM*,10%,1.3µM*,-2%,-3%,3%,0%,-15%,8%,1%
CCCOC(=O)Nc1nnc(CCC)s1,13,?,1%,15%,·,10%,-12%,-4%,?,-9%,11%
Cc1nc(N2CCN(c3ccccc3)CC2)[nH]c(=O)c1Cc1cccc2ccccc12,·,3%,-6%,-19%,29%,-2%,0%,-1%,14%,-6%,-2%
C=CC(C)(C)c1cc2cc3ccoc3cc2oc1=O,4,?,11%,-4%,0%,-3%,21µM*,-1%,16%,-3%,2%
O=C(NCC1CCN(Cc2cccc(Cl)c2)CC1)Nc1ccc(Cl)cc1,?,-12%,-16%,0%,5%,-2%,-4%,·,-4%,-5%,-9%
COc1ccc(/C=C/CN2CCN(Cc3ccc(C)cc3)C(CCO)C2)cc1 (centres undefined),-14,8%,0%,41%,-13%,2%,-3%,-25%,0%,3%,0%
Cc1ccc(NC(=O)Cc2ccccc2Cl)cc1S(=O)(=O)N(C)C,7,-19%,7%,?,14%,3%,-15%,-6%,?,-9%,-8%
O=C(O)CSCC(=O)NCc1ccccc1Cl,4,-11%,-3%,4%,1%,3%,-2%,-10%,-9%,-5%,-2%
Cc1ccc2[nH]c(=O)c(C(c3nnnn3CCc3ccccc3)N3CCOCC3)cc2c1 (centres undefined),21,·,-13%,-14%[0.365 µM],-18%,0%,0%,-7%,5%,?,-5%

# 3 structures from above, ordered by count of non-hydrogen atoms, low to high:
SMILES,KCNH2 3.1 block,VP16 counter,Mito fusion act,RORg inh,Menin MLL FP TR,NPC1 prom act,FLuc modulator,PKM2 activator,ELG1 DNA repair,MBNL1 CUG block,Rab9 promoter act
O=C(NCC1CCN(Cc2cccc(Cl)c2)CC1)Nc1ccc(Cl)cc1,?,-12%,-16%,0%,5%,-2%,-4%,·,-4%,-5%,-9%
Cc1nc(N2CCN(c3ccccc3)CC2)[nH]c(=O)c1Cc1cccc2ccccc12,·,3%,-6%,-19%,29%,-2%,0%,-1%,14%,-6%,-2%
COC(CNC(=O)c1c[nH]c2ccc(S(=O)(=O)N3CCC4(CC3)OCCO4)cc2c1=O)OC,0,-12%,-11%,1%,0%,-2%,4%,5%,?,-4%[11.5 µM],0%

# The results go on:
SMILES,KCNH2 3.1 block,VP16 counter,Mito fusion act,RORg inh,Menin MLL FP TR,NPC1 prom act,FLuc modulator,PKM2 activator,ELG1 DNA repair,MBNL1 CUG block,Rab9 promoter act
O=S(=O)(Cc1ccccc1)N1CCc2ccccc2C1,7,3%,0%,7%,0%,-7%,2%,0%,11%,38%[activator],1%
O=C(CSc1nnc(CNC(=O)c2ccco2)o1)NC1CCCC1,7,7%,1%,1%,-1%,·,0%,-15%,·,-2%,·
O=C(COc1ccccc1)N1CCN(C(=O)c2ccccc2F)CC1,-5,16%,-26%,-11%,-12%,1%,1%,·,5%,-4%,3%
COC(=O)CC(=O)CSc1nc2c(cc1C#N)CCCCC2,-8,-30%,0%,?,-1%,22%,5.4µM*,-11%,?,?,?
CCOCCCNc1c(CC)c(C)c(C#N)c2nc3ccccc3n12,-4,2%,3%,2%,?,-4%,0%,2%[11.5 µM],?,14%,-3%
CCOc1ccc2oc(C(=O)NC3CCN(Cc4ccccc4)CC3)c(C)c2c1,1,6%,10%,-1%,?,-3%,0%,3%,?,·,-10%
COc1ccc(CCNS(=O)(=O)c2ccc(Cl)cc2)cc1OC,13,3%,-6%,19%,-4%,-3%,0%,·,-1%,4%,-4%
Cc1cc(C)nc(NS(=O)(=O)c2ccc(NC(=O)CSc3ncn[nH]3)cc2)n1,3,-5%,-5%,0%,-14%,-4%,1%,9%,2%,-4%,-4%
CC(=O)OCCCN1c2ccccc2Nc2nnc(-c3ccccc3)cc21,-6,?,2%,11µM*,22%,1.8µM*,2.4µM*,-1%,?,-8%,1.6µM*
COc1cccc(/C=C2\SC(=S)N(C(C)C(=O)NC3C=CS(=O)(=O)C3)C2=O)c1 (centres undefined),13,-26%,5%,23%,11%,-6%,?,-12%[0.46 µM],3%,?,12%
CCn1cc(C(=O)OCC(=O)NCc2ccccc2Cl)c(=O)c2ccc(C)nc21,-8,-3%,8%,16%,?,0%,2%,3%,?,2%,7%
Cc1ccc(C(=O)Nc2nnc(-c3cccs3)s2)cc1C,-5,20%,2%,2%,10µM*,4.5µM*,?,-2%,?,-2%,3.5µM*
CCN(CC)CCn1c(C)nc2c(sc3nc4c(cc32)COC(C)(C)C4)c1=O,8,-15%,-1%,14%,·,0%,-4%,-3%,?,·,2%
Cc1cccc(N2CCN(S(=O)(=O)c3ccc4c(c3)CCCN4C(=O)C3CCC3)CC2)c1C,16,-7%,-8%,17%,10%,-2%,1%&3%,1%,-13%,-4%,0%
O=C(c1ccco1)c1cn(CC(=O)N2CCCc3ccccc32)c2ccccc12,-20,-1%,19%,11%,-28%,4%,-16%,13%,?,43%[activator],-7%

# Records above printed as active in Menin MLL FP TR:
structure,Menin MLL FP TR,NPC1 prom act,PKM2 activator
Cc1ccc(C(=O)Nc2nnc(-c3cccs3)s2)cc1C,10µM*,4.5µM*,-2%

# The list is partial. The share of hits here may be higher or lower than overall.
